# Screening results deposited in PubChem by National Center for Advancing Translational Sciences (NCATS).
# TDP1 cell CPT = growth inhibition of DT40 Tdp1-/-;hTDP1 cells with camptothecin (screen for TDP1 inhibitors) | chicken DT40 Tdp1-/-;hTDP1 cells + 20 nM CPT, ATP luminescence, 48 h | AID 686979 | Potency, µM (titrated, usually from 46.2 µM), for the others: top-dose activity change, negative = growth inhibition, most hits filed as inhibitors | actives 12% (n = 420,000); also: nearly all actives have a fitted effect of over 55% in size
#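 Cell growth measured by CellTiter-Glo luminescence after a minimum 48 h, 37 C compound exposure with 20 nM CPT in Tdp1-knockout DT40 cells stably expressing hTDP1, seeded 400/well; qHTS titration format.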
# TDP1 cell noCPT = qHTS for Inhibitors of human tyrosyl-DNA phosphodiesterase 1 (TDP1): qHTS in cells in absence of CPT; DT40 Tdp1-/- hTDP1 cells, no CPT, ATP luminescence, 48 h; Potency, µM (highest dose often 46.2 µM), for inactives: top-dose activity change, negative = growth inhibition, actives largely listed as inhibitors; actives 15% (n = 420,000); AID 686978, 2013; also: nearly all actives have a fitted effect of over 55% in size
#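 DT40 Tdp1-/-;hTDP1 cells, no CPT (DMSO vehicle only), 400 cells/well; compounds pin-transferred; ≥48 hr, 37 °C; CellTiter-Glo 30 min RT dark, luminescence read.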
# KAT2A inh = GCN5L2 (KAT2A) acetyltransferase inhibition | Q92830 | GCN5L2 HAT assay, ThioGlo1 CoA-SH fluorescence | AID 504327 | Potency, µM (series often up to 58.9 µM), inactives show at the top dose activity change, negative = inhibition, actives largely listed as inhibitors | actives 0.21% (n = 390,000)
# Target sequence (Q92830 whole entry, looked up): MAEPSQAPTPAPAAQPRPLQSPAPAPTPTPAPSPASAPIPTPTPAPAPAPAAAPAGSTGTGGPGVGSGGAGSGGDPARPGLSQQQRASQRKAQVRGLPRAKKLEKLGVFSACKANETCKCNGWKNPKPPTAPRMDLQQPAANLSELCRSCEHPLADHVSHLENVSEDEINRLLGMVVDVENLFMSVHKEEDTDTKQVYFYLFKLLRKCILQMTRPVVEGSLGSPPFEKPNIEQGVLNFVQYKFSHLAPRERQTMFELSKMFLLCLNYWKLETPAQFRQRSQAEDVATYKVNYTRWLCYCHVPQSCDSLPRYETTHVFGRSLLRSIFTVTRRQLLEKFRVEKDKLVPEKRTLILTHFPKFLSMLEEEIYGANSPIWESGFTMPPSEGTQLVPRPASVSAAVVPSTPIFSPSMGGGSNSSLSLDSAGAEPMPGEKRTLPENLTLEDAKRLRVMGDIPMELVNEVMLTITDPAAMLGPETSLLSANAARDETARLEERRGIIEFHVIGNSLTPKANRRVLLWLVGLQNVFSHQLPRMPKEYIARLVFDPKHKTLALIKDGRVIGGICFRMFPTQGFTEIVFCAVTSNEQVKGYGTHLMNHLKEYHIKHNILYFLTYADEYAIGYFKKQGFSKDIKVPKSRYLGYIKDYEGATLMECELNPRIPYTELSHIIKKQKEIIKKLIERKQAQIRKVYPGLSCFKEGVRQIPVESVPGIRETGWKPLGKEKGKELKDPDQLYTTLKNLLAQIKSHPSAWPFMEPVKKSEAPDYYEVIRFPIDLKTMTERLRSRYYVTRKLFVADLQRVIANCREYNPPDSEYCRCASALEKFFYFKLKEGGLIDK
#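 Preincubate 20nM GCN5L2 with compound 15 min, RT → add 50uM ThioGlo1 + 75uM H3(1-25) + 70uM acetyl-CoA → read fluorescence 0 and 20 min. Primary qHTS; fluorescent artifacts likely.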
# Numbers without * were called inactive; ? = inconclusive; · = no result given; [ ] = remark or other dose. Calls follow the shape of the dose curve; as a rule, active = well fitted curve in the direction sought with a large enough effect; inconclusive = small, poorly fitted or top-dose-only effect, or another doubt; inactive = no such curve, though single readings can be large; an effect the other way counts as inactive or inconclusive. % is scaled to controls: 0 for no effect and ±100 for the full control effect; potency is read from the fitted curve at half-maximal effect. Not all compounds are listed; the hit share may differ from the screen's.
SMILES,TDP1 cell CPT,TDP1 cell noCPT,KAT2A inh
CSc1nc(O)c(/C=C2\C=Nc3ccccc32)[nH]1,?,?,-5.9%
Cc1nc2ccc(S(=O)(=O)N(CC(=O)Nc3ccc(F)cc3)Cc3ccccc3)cc2s1,?,?,7.6%
COCc1cc(CN2CCN(CCc3ccccc3)C(CCO)C2)ccc1OC (centres undefined),1.2%,?,-0.9%
O=C(O)CC(CC(=O)Nc1ccccc1C(=O)O)c1ccccc1 (centres undefined),-4.9%,14.0%,?
Cc1ccc(NC(=O)NCc2ccccn2)cc1,0.7%,0.2%,0.0%
C[C@H](NC(=O)c1ccco1)C(=O)Nc1ccc(C#N)cc1,-8.8%,?,-5.5%
CCOCCCNC(=O)C(c1ccc(OC)cc1)N(Cc1cccs1)C(=O)c1ccccn1 (centres undefined),-1.1%,?,-4.0%
O=S(=O)(c1ccc2c(c1)OCCO2)N1CCN(Cc2ccc3c(c2)OCO3)CC1,0.7%,-26.4%,-15.2%
COc1ccc(N2CCN(C(=O)c3cc4cc5ccc(Cl)cc5nc4o3)CC2)cc1,-5.3%,-8.3%,0.7%
CCNc1ccc(Br)cc(C(=O)/C=C/c2c(Cl)cccc2Cl)c1=O,5.17µM*,4.61µM*,?
O=C(O)C1CCCCC1C(=O)NCCCN1CCOCC1 (centres undefined),5.2%,-10.8%,?
COC(=O)CNc1nc(-c2ccccc2F)nc2ccccc12,-27.6%,?,-5.2%
COc1ccc(CC(=O)Nc2ccc(-c3noc(-c4ccccc4OC)n3)cc2)cc1,?,?,-9.0%[0.501 µM]
CCOC(=O)C1NN=C(C(=O)c2ccccc2)C1c1ccc(OC)cc1 (centres undefined),-2.9%,?,-6.4%
CN(Cc1ccccc1)C(=O)c1cccc(NC(=O)Cc2ccc(NC(=O)C3CCN(C(=O)C4CCC4)CC3)cc2)c1,?,23.1µM*,·
CCOC(=O)c1c(-c2ccccc2)csc1NC(=O)c1nn(CC)cc1Br,?,?,-8.8%
COC(=O)c1ccc(NC(=S)NC(=O)c2c(Cl)cnn2C)cc1,?,-17.2%,-6.5%
COc1cc(/C=C/C(=O)OCC(=O)NCC2CCCCC2)ccc1O,-11.6%,?,-2.1%
CCO/N=C(\C)c1c(O)c(CC)c(-c2ccccc2)n(-c2ccccc2)c1=O,-13.0%,1.3%,-8.8%
O=C(O)c1ccc2cccc(O)c2n1,5.6%,5.2%,-3.8%
Cn1c(NC(=O)c2ccco2)c(-c2ccccc2)c(=O)c2ccccc21,?,-22.1%,-12.0%
CCN(CC)S(=O)(=O)c1ccc(N2CCCC2)c(NC(=O)C2CSC3(C)CCC(=O)N23)c1 (centres undefined),?,?,-7.0%
CC(C)(C)C(=O)Nc1cccc(C(=O)c2cccc(NC(=O)C(C)(C)C)c2)c1,?,8.2µM*,-5.7%
CCOC(=O)C(=O)N(C)c1c(CC)nc2c(OCc3ccccc3)cccn12,-19.8%,-26.7%,·
Cc1cc(C)cc(N2C(=O)CC(N3CCOCC3)C2=O)c1 (centres undefined),-0.9%,-17.9%,1.2%
CCOc1ccccc1CNC(=O)C(CC)n1nc(C)c2c(C)n(-c3ccccc3)nc2c1=O (centres undefined),18.4µM*,?,-3.0%
CCOCCCNC(=O)C(c1ccccc1)N(Cc1cccs1)C(=O)c1ccccc1O (centres undefined),-12.2%,?,-5.6%
Cc1ccccc1-n1ncc(C(C)NS(=O)(=O)c2ccccc2Cl)c1C (centres undefined),?,?,-0.1%
CC(=O)Nc1ccc(S(=O)(=O)NNC(=O)c2cccc3ccccc23)cc1,-22.2%,?,-3.9%
COc1ccc(CCN2C(=S)N(C)C(=O)C2CC(=O)Nc2ccc(OC)cc2)cc1 (centres undefined),11.6µM*,?,-1.7%
CC(Sc1ccsc1[N+](=O)[O-])C(=O)NCc1ccco1 (centres undefined),-8.2%,-5.2%,-12.5%
CCOC(=O)N1CCC(NC(=O)c2ccc(N3CCC4(CC3)OCCO4)c([N+](=O)[O-])c2)CC1,?,?,0.5%
O=C(NCc1ccco1)c1ccc(-c2ccc3nccn3c2)cc1,23.1µM*,?,·
COc1ccccc1NC(=O)CC1Sc2ccc(C(F)(F)F)cc2NC1=O (centres undefined),-19.2%,-23.0%,-1.2%
O=C(NCCN1CCOCC1)c1ccc(N2CCCC2)c([N+](=O)[O-])c1,-3.2%,0.6%,-1.7%
CN(C(=O)COc1ccc(Cl)cc1)C1(C)CCS(=O)(=O)C1 (centres undefined),19.7%,-3.3%,-1.8%
Cc1nn(CC(=O)NCc2cccs2)c(=O)c2nn(-c3ccccc3)c(C)c12,10.7%,10.5%,-2.4%
CC(=O)N1N=C(c2ccccc2)CC1c1cccc([N+](=O)[O-])c1 (centres undefined),-26.7%,?,-15.7%
COc1ccc(-c2c(C)nn3c(C)cc(C)nc23)cc1,?,?,-3.5%
O=C(Oc1ccc2cccc(OC(=O)N3CCOCC3)c2c1)N1CCOCC1,?,-9.7%,-0.7%

# Another view of some results above:
# Values run as follows: TDP1 cell CPT | TDP1 cell noCPT | KAT2A inh
CCOC(=O)N1CCC(NC(=O)c2ccc(N3CCC4(CC3)OCCO4)c([N+](=O)[O-])c2)CC1
 : ? | ? | 0.5%
O=C(NCc1ccco1)c1ccc(-c2ccc3nccn3c2)cc1
 : 23.1µM* | ? | ·
COc1ccccc1NC(=O)CC1Sc2ccc(C(F)(F)F)cc2NC1=O (centres undefined)
 : -19.2% | -23.0% | -1.2%

# Next results.
SMILES,TDP1 cell CPT,TDP1 cell noCPT,KAT2A inh
Cc1cc(C)n(-c2ccc(NC(=O)C3CCCCN3Cc3cccc4c3OCO4)cc2)n1 (centres undefined),?,?,-20.9%
COc1ccc(C(=O)N/C(=C/c2cccnc2)C(=O)N2CCOCC2)cc1OC,-2.8%,2.5%,1.4%
Cc1cccc(Cn2cc3c(=O)n(CC(=O)Nc4cccc(C)c4C)nc-3c3cc(F)ccc32)c1,-1.9%,-24.9%,-0.9%
CCOC(=O)c1sc(NC(=O)c2ccco2)nc1C,-9.2%,-22.9%,-1.4%
C=CCn1nnnc1SCC(=O)Nc1cccc(C(F)(F)F)c1,0.1%,-21.1%,?
CCOC(=O)Cc1csc(NC(=O)CSc2nnc(-c3ccncc3)o2)n1,?,?,-0.6%
COc1ccc(COCC(O)CN(Cc2ccco2)Cc2ccccc2O)cc1 (centres undefined),?,?,-2.5%
Cc1cc2c(OCC(O)CN3CCCCC3)cccc2[nH]1 (centres undefined),-10.9%,4.4%,-1.0%
CCOC(=O)c1c(NC(=O)CN2CCOCC2)sc2c1CCCC2,?,20.6µM*,-4.6%
O=C(COC(=O)CNC(=O)c1ccc(Cl)cc1Cl)NNC(=O)c1ccccc1,-0.4%,15.3%,1.8%
Cc1ccccc1NC(=O)c1c(NC(=O)C(F)(F)F)sc2c1CCCCC2,3.66µM*,2.91µM*,-0.9%
O=C(COC(=O)c1cc(=O)[nH]c2ccccc12)Nc1ccc(Cl)cn1,-13.9%,0.2%,-8.4%
O=C(NCC(=O)N(Cc1ccc(F)cc1)C(C(=O)NCC1CCCO1)c1ccccc1)c1ccco1 (centres undefined),-21.9%,-4.2%,-4.7%
O=C(Cn1nc(-c2cccc(Cl)c2)ccc1=O)NCC1COCCO1 (centres undefined),9.4%,-17.3%,-26.4%
Cc1cc(N2CCOCC2)ccc1/C=C1\NC(=O)N(Cc2ccccc2)C1=O,?,?,-3.6%
Cc1c(O)c(=O)ccn1Cc1ccccc1,23.1µM*,18.4µM*,-5.2%
COc1cc(C2c3c(oc4ccccc4c3=O)C(=O)N2c2nncs2)cc(OC)c1OC (centres undefined),4.1%,5.2%,-10.3%
CCCC(=O)c1ccc(N2CCCCC2)c(F)c1,6.8%,2.0%,2.5%
O=C(Cn1c(=O)oc2cc(S(=O)(=O)N3CCCC3)ccc21)Nc1ccccc1Br,?,-20.9%,1.6%
CCCN(CC(=O)Nc1ccccc1C)C(=O)C1CCN(S(=O)(=O)c2ccccc2C(F)(F)F)CC1,-20.7%,-29.9%,-18.5%
CC1(C)NC(=O)N(CCOCCOc2ccccc2)C1=O,6.4%,5.1%,-3.7%
Cc1cccc(-n2nnnc2SCC(=O)c2cc(C)n(Cc3ccco3)c2C)c1,?,?,-5.1%
CCN1CCN(C(=O)c2ccc3c(c2)N(Cc2ccc(Cl)cc2)C(=O)c2ccccc2S3(=O)=O)CC1,?,23.1µM*,-2.3%
COc1ccc(C)cc1NC(=O)CN(Cc1nnc(-c2ccc(Cl)cc2)o1)C1CCCC1,?,?,-6.8%
O=C(NC1CCCC1)C(c1cc2c(cc1[N+](=O)[O-])OCO2)N1CCCC1 (centres undefined),?,-24.5%,-12.2%
CN(/N=C/c1ccccc1)C(=S)c1ccccc1,-24.4%,?,·
CCc1nnc(NC(=O)OCc2ccccc2)s1,-23.3%,2.7%,0.8%
Cc1ccc(C)c(C2=CSC3=NCCN23)c1,-6.7%,-26.4%,0.3%
COc1ccc(NC(=O)Cc2nnc(SCC(=O)c3ccc(F)cc3)n2C)cc1,7.5%,5.3%,1.2%
Cc1nn(C)cc1CNC(=O)Nc1cccc(Cl)c1,17.9%,5.9%,-4.2%
COc1ccccc1OCCCN1CCC(C(O)(c2ccccc2)c2ccccc2)CC1,?,20.6µM*,·
O=C1CC(c2nnc(Cc3cccc(Cl)c3)o2)CN1c1ccccc1 (centres undefined),1.4%,-6.9%,-14.5%
Clc1ccc(-c2csc(N/N=C/c3cccnc3)n2)c(Cl)c1,?,?,-3.9%
O=C(OCc1ccccc1)N1C=CC2CC1c1c(Cl)cccc12 (centres undefined),?,?,·
Cc1ccc2oc3nc(C)c(C(=O)Nc4cccc(C(F)(F)F)c4)cc3c(=O)c2c1,-25.2%,?,-2.1%
COc1ccc(-c2nc3nc(C)cc(=O)n3[nH]2)cc1,1.2%,-3.6%,-1.0%
CC(=O)Nc1cccc(C(=O)OCC(=O)NC(C)c2ccc(F)cc2)c1 (centres undefined),4.1%,0.8%,-5.2%
C=C1C=C(C(F)F)n2ncc(C(=O)NCc3ccccc3OC)c2N1,10µM*,?,·
CCCC(=NCc1ccccc1)C1=C(O)C(C(=O)OC)C(C)(C)CC1=O (centres undefined),?,?,-12.9%
COc1ccccc1CNC(=O)Cc1ccccc1,-13.9%,-24.5%,?
COc1cccc(C2C(C(=O)Nc3ccc(Cl)cc3)=C(C)Nc3nc4ccccc4n32)c1 (centres undefined),20.6µM*,-4.2%,0.9%
O=C(CNC(=O)c1ccccc1)N/N=C/c1ccc([N+](=O)[O-])s1,?,?,-5.5%
CC(=O)c1ccc(-c2ccc([C@H]3[C@@H]4C=CCC[C@@]4(C)C(=O)N3Cc3ccccc3)c(F)c2)cc1,20.6µM*,16.4µM*,-12.4%
Cc1ccc(CCCOC(=O)CN2CCCCC2)cc1,-4.1%,4.9%,1.4%
CC(=O)c1cccc(NC(=O)C2CCCN2S(=O)(=O)c2cccs2)c1 (centres undefined),-1.8%,9.6%,·
CC1CCc2sc3nc(NCc4ccco4)n4ncnc4c3c2C1 (centres undefined),-17.9%,?,-11.1%
O=c1oc2c3c4c(cc2c2c1CCC2)OCCN4CCC3,18.4µM*,?,?
COc1ccc(CN2CCN(C(=O)C3CC(=O)N(C4CCCCCC4)C3)CC2)c(OC)c1OC (centres undefined),?,?,?
Cc1cc(C)c2nc(N(CCCN(C)C)C(=O)c3ccc4c(c3)CCCC4)sc2c1,20.6µM*,10.3µM*,2.4%
O=c1o[nH]c(-c2ccccc2)c1C=Nc1ccc(Cl)cc1,3.5%,-13.8%,-19.0%
CC(=O)N1CCN(C(=O)c2cccc(S(=O)(=O)N3CCOCC3)c2)CC1,2.1%,-2.6%,-28.9%
CC(C)NC(=O)N1CCCC2(CCN(C(=O)c3cc(C(F)(F)F)cc(C(F)(F)F)c3)CC2)C1,-6.4%,?,10.0%
COc1ccccc1-c1cc(SC)c(C#N)c(=O)o1,3.66µM*,5.8µM*,-3.2%

# Four of the compounds above, as labelled records:
O=C(NCCN1CCOCC1)c1ccc(N2CCCC2)c([N+](=O)[O-])c1
- TDP1 cell CPT: -3.2%
- TDP1 cell noCPT: 0.6%
- KAT2A inh: -1.7%

CN(C(=O)COc1ccc(Cl)cc1)C1(C)CCS(=O)(=O)C1 (centres undefined)
- TDP1 cell CPT: 19.7%
- TDP1 cell noCPT: -3.3%
- KAT2A inh: -1.8%

Cc1nn(CC(=O)NCc2cccs2)c(=O)c2nn(-c3ccccc3)c(C)c12
- TDP1 cell CPT: 10.7%
- TDP1 cell noCPT: 10.5%
- KAT2A inh: -2.4%

CC(=O)N1N=C(c2ccccc2)CC1c1cccc([N+](=O)[O-])c1 (centres undefined)
- TDP1 cell CPT: -26.7%
- TDP1 cell noCPT: ?
- KAT2A inh: -15.7%
